Assay outcomes deposited in PubChem by NCI.
Growth percent in the NCI-60 one-dose screen (48 h, 10 µM unless noted): 100 = growth as untreated, 0 = no growth, -100 = all killed.
HOP-62 – HOP-62 NSCLC | 3.9% of 80,000 active
A549/ATCC – A549/ATCC NSCLC; 3.7% of 81,000 active
CCRF-CEM – CCRF-CEM leukemia; 7% of 77,000 active
EKVX – EKVX NSCLC; AID 1794765; 3% of 71,000 active
M14 – M14 melanoma; AID 1794745; 6.2% of 80,000 active
LOX IMVI – LOX IMVI melanoma; 7.4% of 79,000 active; AID 1794757
SK-MEL-5 – SK-MEL-5 melanoma. 6.4% of 80,000 active
HOP-92 – HOP-92 NSCLC cells; AID 1794738; 6.3% of 71,000 active
Active calls of the source: *; nt = no result given; & = joins results of further samples; [ ] = dose if it differs, or a comment. How the source made its calls: active means growth percent below 10; inactive means the rest.

SMILES | HOP-62 | A549/ATCC | CCRF-CEM | EKVX | M14 | LOX IMVI | SK-MEL-5 | HOP-92
COc1cc(C2CC(=O)Nc3c2c(C)nn3-c2nc3ccccc3[nH]2)cc2c1OCC(=O)N2 (stereo not drawn) | 81 | 67 | 13 | 79 | 35 | 51 | 52 | 57
COc1ccc(C(=O)Nc2cc(C)nc3ccccc23)cc1 | nt | 90 | nt | 90 | 92 | 90 | 102 | nt
CS(=O)(=O)OCCCCOS(C)(=O)=O | 162&94 | 106&89 | 168&97 | 146&102 | 81&108 | 119&100 | 107 | 104
O=c1cc(O)nc2ccccn12 | 97 | 107 | 118 | 110 | 101 | 107 | nt | nt
O=C(O)c1cccc(O)c1O | 89 | 105 | 95 | 98 | 92 | 92 | 98 | 96
O=[N+]([O-])c1cc(S(=O)(=O)Nc2ccccc2)ccc1Nc1ccccc1 | 86&95 | 100&87 | 84&81 | 74&73 | 101&105 | 87&75 | 73&69 | 78&72
COc1ccc(/C=C/C(=O)c2ccc(Oc3ncnc4ccccc34)cc2)cc1OC | 88 | 59 | 46 | 78 | 64 | 14 | 72 | 85
CC(=O)OC1=C(Br)CCc2ccccc21 | 81 | 93 | 99 | 100 | 93 | 96 | 95 | 100
Cc1ccc(Oc2nc3ccccc3cc2-c2nnc(Cc3ccccc3)o2)cc1 | 75 | 83 | 22 | nt | 83 | 67 | 96 | 30
O=C(OCC(O)C(O)C(O)C(O)COC(=O)c1ccccc1)c1ccccc1 (stereo not drawn) | 100 | 97 | 99 | nt | 104 | 100 | 98 | 94
Cc1ccc(Cl)c(-c2nn(-c3ccc(S(=O)(=O)NC(=S)NCc4ccccc4)cc3)c(=O)c3ccccc23)c1 | 99 | 91 | 94 | nt | 111 | 105 | 97 | 68
COc1ccc2[nH]c(O)c(N=Nc3nc(-c4ccc(Br)cc4)cs3)c2c1 | -10* | -41* | 15 | 6.1* | 14 | 4.5* | 35 | -34*
CN1CCN(Cc2cn(-c3ccc(S(N)(=O)=O)cc3)nn2)CC1 | 105 | 99 | 109 | 105 | nt | 103 | 101 | 118
Cc1ccc(Cc2cnc(NC(=O)c3cc(C)oc3C)s2)cc1 | 86 | 55 | 71 | 57 | 71 | 69 | 94 | 79
CC(C)C(=O)Nc1ccc(Cl)c(Cl)c1 | 107 | 102 | 105 | 92 | 106 | 97 | 108 | 93
O=C(Nc1ccc2cc3ccc(NC(=O)N4CCCCCC4)cc3nc2c1)N1CCCCCC1 | -47* | -11* | 8.1* | -41* | -66* | -85* | -94* | -78*
Fc1cccc(C2CC(c3ccccc3Cl)=NN2c2ccc(-c3ccccc3)nn2)c1 (stereo not drawn) | 88 | 92 | 99 | 83 | 98 | nt | 90 | 75
COc1ccc(S(=O)(=O)NCCNc2nccc(-c3c(-c4ccc(F)cc4)nc4sccn34)n2)cc1OC | 74 | 42 | 71 | nt | 70 | 37 | 52 | 66
NC[C@@](O)(c1ccc(Cl)cc1)c1ccc(-c2cn[nH]c2)cc1 | 15 | 18 | 16 | 27 | 7.6* | 7.1* | 39 | -1.1*
CN(C)c1ccc(Sc2ccc3nc(N)nc(N)c3c2)cc1 | 46 | 14 | 45 | 35 | 29 | 25 | 19 | 34
Cc1nc2c(cnn2-c2ccccc2)c(=O)n1-c1ccc(N=C2C(=O)Nc3ccccc32)cc1 | 86 | 89 | 62 | 48 | 81 | 82 | 57 | 82
O=C1C[C@@H](c2ccccc2)Oc2cc(O)c(Cc3ccccc3O)c(O)c21 | 96 | 91 | 95 | 88 | 84 | 86 | 65 | 72
C[C@H](NC(=O)[C@@H]1CSSC[C@@H](NC(=O)Cc2nc3ccccc3cc2O)C(=O)NCC(=O)N1C)c1ccccc1 | 90 | 90 | 20 | 99 | 65 | 31 | 82 | 116
CC1=C(C)C(=O)C(N2CCC(N3CCOCC3)CC2)=CC1=O | 108 | 113 | 96 | 111 | 107 | 100 | 101 | 99
O=C(O)C(CS)NSc1ccccc1[N+](=O)[O-] (stereo not drawn) | 114 | 109 | nt | nt | 101 | nt | 103 | nt

The list continues:
SMILES | HOP-62 | A549/ATCC | CCRF-CEM | EKVX | M14 | LOX IMVI | SK-MEL-5 | HOP-92
COc1cc(C2=Nc3c(N)ncnc3NC(c3cccc(Nc4ccnc5cc(C(F)(F)F)ccc45)c3)C2)cc(OC)c1OC (stereo not drawn) | 98 | 68 | 47 | 68 | 81 | 70 | 61 | 47
Cc1ccc2c(=O)cc(C(=O)Nc3sc4c(c3C(=O)NCc3cccnc3)CCCC4)oc2c1C | 104 | 98 | 93 | 103 | 104 | 93 | 100 | 97
Cc1nc(N)[nH]c(=O)c1CCCNS(=O)(=O)c1ccc([N+](=O)[O-])cc1 | 91 | 104 | 107 | 107 | 99 | 92 | 107 | 81
Fc1ccc2nc(-c3ccc(-c4noc(-c5ccc(Cl)cc5)n4)cc3)[nH]c2c1 | 103 | 100 | nt | 107 | 107 | 104 | 104 | 105
C/C(=N\O)c1ccc(NC(=O)CSc2nnc(-c3ccc(Cl)cc3)o2)cc1 | 96 | 85 | 103 | 96 | 101 | 97 | 105 | 91
CCOC(=O)CCOc1ccccc1N | 101 | 101 | 69 | 100 | 100 | 91 | 103 | 104
Cc1ncc(CO)c(C(=O)O)c1O | 104 | 110 | 121 | 101 | 94 | 102 | 103 | 106
COc1ccc(-c2cn3c(nc4ccccc43)c(-c3ccccc3)n2)cc1 | 101 | 92 | 97 | 105 | 114 | 105 | 100 | 83
COc1cc2cc(Oc3ccc(NC(=O)Nc4ccc(Cl)c(Cl)c4)cc3)c(C)nc2cc1OCCN(C)C | 102 | 94 | 73 | 97 | nt | 99 | 96 | 98
O=C(COc1cccc(/C=C2\Oc3ccc4ccccc4c3C2=O)c1)c1ccc(Cl)cc1 | 101 | nt | 25 | 93 | 84 | 11 | 89 | 82
CCSc1nc2c([nH]1)c(=O)n(C)c(=O)n2C | 96 | 103 | 96 | 93 | 104 | 105 | 92 | 120
O=C1c2cc3c(cc2-c2c1c1ccc(Cl)cc1c(=O)n2CCCN1CCOCC1)OCO3 | 26 | 49 | 21 | 94 | 25 | 27 | nt | 80
O=C(Nc1cccc(F)c1)Nc1ccc(F)c(C(=O)c2c[nH]c3ncccc23)c1F | 102 | 101 | 99 | 99 | 87 | 88 | 94 | 94
CCCC(=O)NC(c1ccc2c(c1)OCO2)c1ccc2cccnc2c1O (stereo not drawn) | 20 | 21 | 4.7* | 19 | 4.9* | 12 | -12* | 31
C#Cc1cccc(NC(=O)C2CCN(C(=O)CCl)CC2)c1 | 94[8.25 µM] | 90[8.25 µM] | 37[8.25 µM] | 92[8.25 µM] | 74[8.25 µM] | nt | 85[8.25 µM] | 91[8.25 µM]
CCCCn1c(O)c(C=N)c(=O)n(CCCC)c1=O | 101 | nt | nt | nt | 129 | 93 | 100 | nt
O=C1c2ccccc2NC(c2cn(-c3ccccc3)nc2-c2ccc(F)cc2)N1Cc1ccccc1 (stereo not drawn) | 77 | 63 | 67 | 46 | 69 | 63 | 65 | 59
O=c1c2c(nc3ccccn13)c1cccnc1n2Cc1ccccc1 | 104 | 105 | 98 | 99 | 112 | 100 | nt | 110
O=C(Nc1cc(Cl)ccc1O)c1ccc(Nc2ccnc(C(F)(F)F)c2)cc1 | 46 | 36 | 2.4* | 71 | 47 | 28 | 47 | 86
Nc1cccc(-c2ccc(C(=O)Nc3ccc(C(=O)O)cc3)o2)c1 | 104 | 103 | 102 | 93 | 108 | 96 | 100 | 91
COc1cc2nc(SCC(=O)Nc3cc(OC)c(OC)c(OC)c3)n(-c3ccc(F)cc3)c(=O)c2cc1OC | 92 | 99 | 86 | 93 | 98 | 87 | 94 | nt
NC1=Nc2c(sc(S)c2-c2nc3ccccc3s2)C(=O)OC1 | 77 | 89 | 95 | 87 | 102 | 93 | 90 | 90
Nc1nnc(-c2c[nH]c3ncc(Br)cc23)c(-c2c[nH]c3ccc(F)cc23)n1 | 47 | 41 | 43 | 42 | 23 | nt | 0.1* | 73
CC(O)CN(CCN(CC(C)O)CC(C)O)CC(C)O (stereo not drawn) | 113&121 | 103&105 | 96&115 | 108&105 | 103&102 | 101&99 | 114&105 | 109&104
O=[N+]([O-])c1ccc2c(c1)C(c1c[nH]c3ccccc13)(c1c[nH]c3ccccc13)CCO2 | 55 | 42 | 64 | 72 | 66 | 70 | 91 | 39

One compound at a time, as listed above. Values in the order: HOP-62	A549/ATCC	CCRF-CEM	EKVX	M14	LOX IMVI	SK-MEL-5	HOP-92
CC(O)CN(CCN(CC(C)O)CC(C)O)CC(C)O (stereo not drawn) reads 113&121	103&105	96&115	108&105	103&102	101&99	114&105	109&104
Cc1ccc2c(=O)cc(C(=O)Nc3sc4c(c3C(=O)NCc3cccnc3)CCCC4)oc2c1C reads 104	98	93	103	104	93	100	97
Nc1nnc(-c2c[nH]c3ncc(Br)cc23)c(-c2c[nH]c3ccc(F)cc23)n1 reads 47	41	43	42	23	nt	0.1*	73
CCSc1nc2c([nH]1)c(=O)n(C)c(=O)n2C reads 96	103	96	93	104	105	92	120
COc1cc2cc(Oc3ccc(NC(=O)Nc4ccc(Cl)c(Cl)c4)cc3)c(C)nc2cc1OCCN(C)C reads 102	94	73	97	nt	99	96	98

Further records follow.
SMILES | HOP-62 | A549/ATCC | CCRF-CEM | EKVX | M14 | LOX IMVI | SK-MEL-5 | HOP-92
O=Cc1ncc(-c2ccc(C(F)(F)F)cc2)c(NC2CCCCCC2)n1 | -95*[100 µM] | -79*[100 µM] | nt | nt | -92*[100 µM] | -73*[100 µM] | 5.7*[100 µM] | -95*[100 µM]
Cc1ccc2c(c1)/C(=C/C(=O)c1cc3ccccc3oc1=O)C(=O)N2 | 89 | 90 | 3.1* | 78 | 37 | 27 | 94 | -4.4*
COc1ccc(C2CC(c3ccccc3)=NN2c2nc(-c3ccco3)c(C#N)c(=O)[nH]2)cc1 (stereo not drawn) | 97 | 96 | 115 | 101 | 111 | 95 | 101 | 89
O=C(NC(Cc1ccccc1)c1nnc2n(Cc3ccccc3)c(=O)c3c4c(sc3n12)CCCC4)c1ccccc1 (stereo not drawn) | 101 | 86 | 97 | 91 | 112 | 93 | 103 | 74
N#Cc1c(-c2cccc(Cl)c2)cc(-c2cccc(Cl)c2)[nH]c1=O | 71 | 62 | nt | 89 | 58 | 72 | 65 | 44
COc1cc(NC(=O)CSc2nc3ccccc3c(=O)n2-c2ccccc2)cc(OC)c1OC | 89 | 93 | 78 | 77 | 98 | 93 | 84 | nt
COc1ccc(-c2cc(-c3cc(OC)c(OC)c(OC)c3)c(C#N)c(=O)n2CCCCCC(=O)O)cc1 | 101 | 88 | 84 | 94 | 93 | 73 | 86 | 99
COc1cc(-c2nc3sc(C)cn3c2/C=C2\C(=O)Nc3ccccc32)c(Br)c(OC)c1OC | 26 | 50 | 35 | 32 | 22 | 41 | 10 | 44
CCOc1ccccc1/C=N\N=C(N/N=C/c1ccccc1OCC)N/N=C/c1ccccc1OCC | nt | 9.6* | 17 | 14 | 32 | 8.7* | -53* | -21*
Cc1cc(C)nc(SC2=C(Nc3ccc(C)c(Cl)c3)C(=O)N(Cc3ccccc3)C2=O)n1 | 87[30 µM] | 41[30 µM] | 35[30 µM] | 53[30 µM] | 64[30 µM] | 76[30 µM] | 62[30 µM] | -4.6*[30 µM]
Cc1cccc(Cl)c1NC(=O)CN1CCOCC1 | 101 | 76 | 95 | 98 | 90 | 96 | 113 | 72
Cn1c(=O)n(C)c2cc(NCc3cn(-c4ccc(C(F)(F)F)cc4)nc3-c3ccc(C(=O)O)cc3)ccc21 | 101 | 105 | 102 | 97 | 101 | 98 | 102 | 131
CC(=O)Oc1ccccc1C | 99 | 102 | nt | 106 | 96 | 108 | 111 | nt
Cc1ccc(-c2nc(N3CCCC3=O)sc2Br)cc1 | 95 | 90 | 87 | nt | 92 | 103 | nt | 59
CNC(=O)c1n[nH]n2c1nc(=O)c1c(C)c(C)sc12 | 96 | 102 | 110 | 97 | 96 | 94 | 102 | 95
COc1cccc(C(=O)NNc2nc(N3CCN(C4CCCCC4)CC3)nc(N3CCN(C(c4ccccc4)c4ccccc4)CC3)n2)c1 | 45 | 36 | 40 | nt | 42 | 7.8* | -85* | 46
Cc1ccc([N+](=O)[O-])cc1O | 102&89 | 99&98 | 106&100 | 109&93 | 99&96 | 99&95 | 109&101 | 91&91
COc1cc(-c2nn(CNc3ccc(C(C)=O)cc3)c(=S)o2)cc(OC)c1OC | 92 | 104 | 99 | 96 | 101 | 94 | nt | 101
O=C(O)CCC(=O)OC[C@@H](NC(=O)C(Cl)Cl)[C@H](O)c1ccc([N+](=O)[O-])cc1 | 98 | nt | 90 | 106 | 98 | 97 | 90 | 87
Nc1nc(-c2ccc(F)cc2)cc(-c2ccc(OCc3nc4ccccc4[nH]3)cc2)n1 | 99 | 85 | 76 | nt | 92 | 88 | 64 | 59
CS(N)(=O)=O | 114 | 109 | 101 | nt | 107 | 106 | 96 | nt
CC(=O)c1c(C)[nH]c2c1c(-c1ccccc1)nc1ccccc12 | 83 | 90 | 87 | nt | 94 | 94 | 77 | nt
CCCCCCCCCCCCCCCCCC1=NC(C)(CO)CO1 (stereo not drawn) | 96 | 90 | nt | nt | 96 | 98 | 97 | 80
Nc1[nH]c(=O)[nH]c(=O)c1N=Nc1ccc(S(=O)(=O)Nc2ccccn2)cc1 | 84 | 108 | 93 | nt | 97 | 95 | 97 | nt
